Screening data from PubChem.
Lipid storage S3: qHTS Assay for Lipid Storage Modulators in Drosophila S3 Cells. Drosophila S3 cells, BODIPY lipid droplet fluorescence, 18-24 h; cells fed with added oleic acid. Potency in µM for hits, for the others lipid storage change, negative = inhibition, % at the top dose, mostly 46.1 µM. 320,000 compounds, 0.64% hits; active = well fitted inhibition curve with a large enough effect in the signal ratio, with a control signal flat, not every such curve was filed as active; inconclusive = small, poorly fitted or top-dose-only effect, or effect the other way, or a change in a side signal; the % refers to the signal ratio
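Drosophila S3 cells got compounds at several concentrations plus oleic acid (400 uM solution). Laser-scanning cytometry with 488 nm excitation read lipid droplets at 500-530 nm and cells at 575-640 nm. Percent activity was relative to 20 uM Triacsin C.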
Lipid storage S3 cell count max: further read-out of Lipid storage S3, marked with its call; cell number change, %; measured here: cell count max response;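 cells counted by Cell Tracker Red CMTPX staining in the red channel; peak over a dose series mostly up to 46.1 µM; percent activity relative to internal control wells on each plate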
Active calls of the source: *; i = inactive; ? = inconclusive; . = not tested or not shown; [ ] = dose if it differs, or a comment. % is scaled to controls: 0 for no effect and ±100 for the full control effect; potency is read from the fitted curve at half-maximal effect.

SMILES	Lipid storage S3	Lipid storage S3 cell count max
COC(=O)C1=C(C)NC(=S)NC1c1ccco1 (stereo not drawn)	?	.
O=C1C2C3C=CC(C3=C(c3ccccc3)c3ccccc3)C2C(=O)N1Cc1ccccc1 (stereo not drawn)	4.3%	-8.3
CN(C)C(CNc1ccc(C(F)(F)F)cn1)c1ccccc1 (stereo not drawn)	?	.
CCOP(=O)(OCC)c1nc(/C=C/c2ccccc2)oc1NCc1ccc(OC)cc1	?	.
CN(c1ccc(C(=O)N2CCN(c3ccc(F)cc3)CC2)cc1)S(C)(=O)=O	i	.
COc1ccc(Cl)cc1NC(=O)c1ccccc1C	1.0%	-20.8
CN(Cc1ccc(F)cc1)C(=O)c1cc(COc2ccc(-n3cncn3)cc2)on1	?	.
Cc1cc(C)c(NC(=S)NCCCSC2CCCCC2)c(C)c1	-1.5%	-11.6
O=C(CCN1C(=O)c2ccccc2C1=O)C1=NN[C@@H]2C(=O)N(c3ccc4c(c3)OCCO4)C(=O)[C@H]12	6.7%	-1.1
COc1cc(NC(=O)c2ccc3c(c2)S(=O)(=O)N=C2CCCCCN23)cc(OC)c1	-9.7%	.
CNc1nc2cc([N+](=O)[O-])c([N+](=O)[O-])cc2nc1NC	i	-7.1
COc1ccc(C(=O)N2CCN(c3cccc(Cl)c3)CC2)cc1S(=O)(=O)NC1CC1	i	-2.5
O=C(NNc1ccccc1[N+](=O)[O-])NC1CCCCC1	?	.
O=C(CSc1cccc[n+]1[O-])c1ccc(-c2ccccc2)cc1	?	.
Cc1[nH]n(C(N)=S)c(=O)c1N=Nc1ccc(S(=O)(=O)N2CCCCCC2)cc1	?	.
Cc1cc(C(=O)Nc2nncs2)oc1C	?	.
COC(=O)c1c(NC(NC(=O)C(C)C)C(Cl)(Cl)Cl)sc2c1CCC2 (stereo not drawn)	14.0%	25.5
CC(c1ccncn1)N(C)Cc1nc(Cc2ccccc2F)no1 (stereo not drawn)	8.6%	16.2
O=c1c2ccccc2nnn1COc1cccc(Cl)c1	i	.
CCCn1c(=N)n(CC(=O)c2ccc(Cl)cc2)c2ccccc21	?	.
COc1cc(NC(=O)C2CC(=O)N(Cc3ccco3)C2)cc(OC)c1 (stereo not drawn)	21.2%	-12.8
CCNc1nc(NCC)n2c(SCC(=O)Nc3ccc(F)cc3)nnc2n1	?	.
Cc1cc(-c2ccccc2)n2nc(C)c(-c3ccccc3)c2n1	-6.8%	0.4
O=Cc1cccc(OC(=O)c2ccc(Cl)cc2Cl)c1	1.8%	1.3
O=C(NCCCCc1ccccc1)C12CN(Cc3ccccc3)CC1C(c1ccc([N+](=O)[O-])cc1)=NO2 (stereo not drawn)	i	.
COC(=O)C1=C(C)NC2=C(C(=O)CCC2)C1c1ccc(-c2ccsc2C(=O)OC)o1 (stereo not drawn)	2.0%	11.3
O=C(Cc1cc(=O)oc2cc(O)ccc12)NC(Cc1ccc(Cl)cc1)C(=O)O (stereo not drawn)	?	.
Cc1ccc(S(=O)(=O)c2nc(NCCCn3ccnc3)sc2Cl)cc1	7.7%	-26.5
COc1cc(/C=N/NC(=O)CSc2n[nH]c(=O)[nH]c2=O)cc(OC)c1O	2.3%	26.8
CC(C)COCC1CC2(CC(C)(c3csc(N)n3)OC2=O)C(=O)O1 (stereo not drawn)	-4.8%	7.1
O=C(Nc1nnc(S(=O)(=O)N2CCCC2)s1)c1ccccc1Cl	?	.
CCOC(=O)C1CCN(S(=O)(=O)c2cccc(-c3cn4cccnc4n3)c2)CC1	?	.
NCCCC[C@H]1CNC(=O)C(=O)N1CCc1cccc2ccccc12	-10.5%	7.2
COc1cc2cc(CCOC(=O)c3ccc(C(F)(F)F)cc3)oc(=O)c2cc1OC	?	.
CS(=O)(=O)N(CCc1ccccc1)CC(=O)Nc1ccccc1	1.7%	1.7
CC(CO)(CO)NCc1ccc(-c2ccccc2)cc1	0.2%	-10.3
Cc1ccc(NC(=S)N(CCN(C)C)C(C)c2cccnc2)cc1 (stereo not drawn)	-1.2%	-1.2
Cc1cccc2sc(NC(=O)CN3C(=O)NC4(CCCC4)C3=O)nc12	?	.
COc1ccc(NC(=O)CCC2COc3ccccc3O2)c(OC)c1 (stereo not drawn)	i	.
O=Cc1cc(-c2ccccc2)[nH]c1-c1ccccc1	?	.
CC1(C)CC(=O)C(C=NCCCN2CCCC2=O)=C(O)C1	?	.
CCOc1ccc(C(C)=O)cc1CN1C(=O)c2ccccc2S1(=O)=O	?	.
CCOC(=O)N1CCN(Cc2nc(N)nc(Nc3ccc(OC)cc3)n2)CC1	i	.
C=CCn1c(C)nnc1SCC(=O)c1c(N)n(C2CC2)c(=O)[nH]c1=O	?	.
CCCc1nnc(NC(=O)CCC(=O)O)s1	3.1%	.

Full records, quoted from the list. Order of values: Lipid storage S3 | Lipid storage S3 cell count max
Record of `CC1(C)CC(=O)C(C=NCCCN2CCCC2=O)=C(O)C1` = ? | .
Record of `Cc1ccc(NC(=S)N(CCN(C)C)C(C)c2cccnc2)cc1` (stereo not drawn) = -1.2% | -1.2
Record of `CCOC(=O)N1CCN(Cc2nc(N)nc(Nc3ccc(OC)cc3)n2)CC1` = i | .

(listing goes on)
SMILES	Lipid storage S3	Lipid storage S3 cell count max
Brc1ccc2ncnc(NCc3ccccc3)c2c1	?	.
Cc1ccc(-n2c(C)cc(-c3csc(N)n3)c2C)cc1	?	.
CC(=O)Cc1nsc(NC(=O)c2ccc(-c3cc(Cl)ccc3Cl)o2)n1	12.3%	15.1
Cc1ccc(S(=O)(=O)N(CC(=O)Nc2cccnc2)c2ccc(Br)cc2)cc1	?	.
O=C(COc1ccc(Cl)cc1Cl)Nc1nc2n(n1)C(c1ccccc1)CC(=O)N2 (stereo not drawn)	?	.
O=C(NNC(=O)c1cccs1)c1ccc(Br)o1	?	.
O=S(=O)(c1ccccc1)N1c2cc(Cl)ccc2Oc2nc3ccccc3nc21	-25.1%	.
COC(=O)c1cn(NC(=O)C2CCC(C)CC2)c(=O)c2ccccc12 (stereo not drawn)	-17.3%	15.5
CSCCC(NC(=O)COc1ccccc1)C(=O)N1CC(C)CC(C)C1 (stereo not drawn)	?	.
CC(C)COP(=O)(c1ccc(N(C)C)cc1)C(O)c1ccc(N(C)C)cc1 (stereo not drawn)	-14.8%	4.4
Cc1cccc(NC(=O)C2CCN(S(=O)(=O)c3cccc4nsnc34)CC2)n1	-21.4%	-3.7
Cc1cccc(C(=O)NCC(=O)OCC(=O)N(C)CC(=O)Nc2ccc(F)cc2)c1	-10.0%	-22.8
O=C(CN1CCN(CC(=O)Nc2ccccc2Cl)CC1)Nc1ccc2c(c1)OCCO2	24.9%	-16.1
COc1cc(C(=O)OCC(C)=O)ccc1OCc1c(C)noc1C	?	.
CC(=O)c1ccc(OCCOc2ccc(Cl)c3cccnc23)cc1	8.1%[9.22 µM]	-0.3
CN(C)S(=O)(=O)c1cccc(NC(=O)CN2C(=O)NC3(CCc4ccccc4C3)C2=O)c1 (stereo not drawn)	?	.
Cc1cc(C)cc(NC(=O)c2cc(C)n(Cc3cccs3)c2C)c1	7.4%	-2.8
C#CCOC(=O)CCC(=O)Nc1cc(OC)nc(OC)n1	11.3%	9.6
COc1ccc(-n2c(C)cc(/C=C3/SC(=S)N(C)C3=O)c2C)cc1	?	.
CCc1nnc(NC(=O)c2ccc3ncsc3c2)s1	?	.
COc1ccc(-c2ccc(-c3nc4c(c(=O)[nH]c(=O)n4Cc4ccccc4)n3C)o2)c([N+](=O)[O-])c1	?	.
CSC1=C(C#N)C(c2ccc(C)s2)CC(=O)N1 (stereo not drawn)	i	6.6
O=C(c1ccco1)N1CCN(C2=NS(=O)(=O)c3ccccc32)CC1	?	.
CSc1ccc(CN(C)C(=O)COc2ccc(C(=O)c3ccccc3)cc2)cc1	?	.
O=C(/C=C/Sc1ccccc1)c1ccc(Cl)cc1	?	.
CCCn1c(=O)c2ccccc2n2c(SCc3cc(=O)oc4ccc5ccccc5c34)nnc12	?	.
Cc1cccc(C)c1NC(=O)CNC(=O)c1ccc(N2CCCC2=O)cc1	?	.
CCOCCn1c(CN2CCC(C)CC2)nc2c1c(=O)n(C)c(=O)n2C	?	.
CC(=O)c1c(C)n([O-])c2cc(C)ccc2[n+]1=O	5.3%	5.7
CC(C)c1nc2oc3c(NCCO)ncnc3c2c2c1COC(C)(C)C2	-14.5%	-8.0

Exported with two lines to a compound: entries from further up.
Values run as follows: Lipid storage S3, Lipid storage S3 cell count max
CCCn1c(=O)c2ccccc2n2c(SCc3cc(=O)oc4ccc5ccccc5c34)nnc12
→ ?, .
COc1ccc(-c2ccc(-c3nc4c(c(=O)[nH]c(=O)n4Cc4ccccc4)n3C)o2)c([N+](=O)[O-])c1
→ ?, .

More structures follow.
SMILES	Lipid storage S3	Lipid storage S3 cell count max
CSc1ncc(Cl)c(C(=O)Nc2cccc3ccccc23)n1	7.2%	-1.1
CCNC(=S)N(CCc1c(C)[nH]c2ccccc12)Cc1cccnc1	?	.
CCOc1ccc(-n2c(SCC(=O)NC(C)CC)nc3n[nH]c(C)c3c2=N)cc1 (stereo not drawn)	?	.
O=C(CSc1nc(Nc2ccccc2)nc(N2CCOCC2)n1)Nc1ccc(Br)cc1F	?	.
O=C1C2C3C=CC(CO)(O3)C2C(=O)N1c1ccccc1-c1ccccc1 (stereo not drawn)	?	.
O=C(NC(NC1CCS(=O)(=O)C1)C(=O)c1ccccc1)c1ccc(Cl)cc1 (stereo not drawn)	-75.8%	.
S=C(c1ccc2c(c1)OCO2)N1CCCC1	-22.0%	.
COc1ccc(OCCSc2ncc(CO)n2C)cc1	0.3%	0.4
COc1cccc(N2CCN(C(=S)Nc3cc(C)cc(C)c3)CC2)c1	?	.
Cc1ccc(S(=O)(=O)N(CC(=O)N2CCc3ccccc3C2)c2cccc(Cl)c2)cc1	?	.
CCC(C)(C)c1nnc(NC(=O)C2CC(=O)N(CCc3ccc(F)cc3)C2)s1 (stereo not drawn)	?	.
Cn1ccnc1C(=O)c1ccc(S(=O)(=O)N2CCCC2)cc1	?	.
Nc1nc(N2CCN(c3ccccn3)CC2)nc2ccccc12	-6.0%	-0.5
Cc1ccc(S(=O)(=O)N2CCCCC2)cc1C(=O)OCC(=O)NC(=O)NC12CC3CC(CC(C3)C1)C2	12.5%	.
Cc1cccc(NC(=O)Cn2nnc(C(=O)NCc3cccs3)c2N)c1C	21.9%	-1.4
COc1ccc(CCNC(=O)CCN2C(=O)C(C)Oc3ccc(C)cc32)cc1OC (stereo not drawn)	?	.
CSc1ccccc1NC(=O)CCn1c(=O)oc2ccccc21	?	.
COC(=O)C1C(=O)C2=C(CC1C)NC(C)=C(C(=O)OC(C)C)C2c1ccc(OC)c(O)c1 (stereo not drawn)	1.4%	-17.5
O=C(Nc1cccc(S(=O)(=O)N2CCCC2)c1)c1ccc2c(c1)OCO2	?	.
Cc1onc(-c2ccccc2)c1C(=O)O/N=C(\N)c1ccc([N+](=O)[O-])o1	-19.1%	-0.1
CN1C(=O)S/C(=C\c2ccccc2OCc2ccc(C(=O)O)cc2)C1=O	8.9%	-10.1
COc1ccc([C@@H]2[C@@H]3C(=O)N(C(C)(C)C)C(=O)[C@@H]3[C@]3(Cc4ccccc4)C(=O)N(c4cccc(Br)c4)C(=O)N23)cc1	?	.
Cc1ccc(C(=O)C(C)OC(=O)CN2C(=O)NC3(CCCC3)C2=O)cc1C (stereo not drawn)	-8.9%	-25.0
CN(C)S(=O)(=O)c1cc(NC(=O)CN2CCN(c3ccccc3)CC2)ccc1Cl	-4.2%	18.5
COc1cccc(C2NC(=O)c3ccccc3O2)c1OC (stereo not drawn)	?	.
CCn1c(SCC(=O)Nc2nc(-c3ccccc3)cs2)nnc1-c1ccccc1O	?	.
COCCn1nnnc1C(C(C)C)N(Cc1cccnc1)Cc1ccccc1Cl (stereo not drawn)	i	.
COc1cc(OC)cc(-c2nc3ccccc3c(=O)o2)c1	1.5%	5.0
CCN1CCN(S(=O)(=O)c2ccc(Cl)c(C(=O)Nc3nnc(C)s3)c2)CC1	?	.
CCN(C(=O)c1ccco1)c1nc(CC(=O)Nc2ccc(Cl)cc2)cs1	?	.
Cc1cccc(-c2nn(-c3ccccc3)cc2C(=O)Nc2cccc(S(=O)(=O)NC3=NCCC3)c2)c1	?	.
CCn1c2ccccc2c2cc(N)ccc21	?	.
Cc1ccc(COc2ccc(/C=N/NC(=O)c3nnn(-c4nonc4N)c3COc3ccc(F)cc3)cc2)cc1	?	.
CCn1c(Cc2ccccc2)nnc1SCC(=O)Nc1ccc(S(N)(=O)=O)cc1	-14.3%	-3.1
CC(C)CN1CCN=C1Nc1ccccc1	?	.
N#C/C(=C\c1ccc(Cl)cc1)C(=O)Nc1cccnc1	-4.7%	18.3
Cc1ccc(C)c(NC(=O)CN(C)C(=O)c2cc([N+](=O)[O-])ccc2N2CCOCC2)c1	i	.
CCn1c(C)cc(C(=O)CN2C(=O)c3ccccc3S2(=O)=O)c1C	?	.
COc1ccc(Cl)cc1N(CC(=O)N1CCCC1)S(C)(=O)=O	?	.
Fc1cccc(-c2c(-c3ccccc3)ncc3cc(F)ccc23)c1	?	.
COc1ccc(Cn2c(=O)sc3ccccc32)cc1	?	.

A second format for part of the listing above.
Lipid storage S3	Lipid storage S3 cell count max	SMILES
-10.5%	7.2	NCCCC[C@H]1CNC(=O)C(=O)N1CCc1cccc2ccccc12
?	.	COc1cc2cc(CCOC(=O)c3ccc(C(F)(F)F)cc3)oc(=O)c2cc1OC
1.7%	1.7	CS(=O)(=O)N(CCc1ccccc1)CC(=O)Nc1ccccc1
0.2%	-10.3	CC(CO)(CO)NCc1ccc(-c2ccccc2)cc1

Only part of the results is shown (hit frequency here may not be typical).
